Screening results as filed in PubChem.
aSyn UTR inh: MLPCN primary screen, SNCA 5' untranslated region; alpha-synuclein 5'UTR reporter, inhibitor activity; inhibition, % (tested at 7.5 µM); actives 0.82% (n = 300,000); AID 1813, 2009; in the data active means inhibition above about 60%; inconclusive means no clear call, values can overlap the other calls;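 further: H4 neuroglioblastoma cells stably carrying SNCA 5'UTR luciferase fusion; 0% = DMSO wells and 100% = positive control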
HSF1 inh: HSF1 inhibitors in luciferase reporter cells, primary screen, cell-based, NIH3T3, luminescence | NIH3T3-HGL HSE-luciferase, MG132-induced, luminescence 8 h; stronger effect = lower value | activity change, negative = inhibition, % at 7.5 µM (by protocol) | actives 0.77% (n = 300,000) | AID 2098, 2009;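 active means more than half of replicate wells show activity change below -50%, luminescence cut by over half; inconclusive means some wells, but at most half, below -50%; inactive means no replicate well below -50%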;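 further: luciferase reports HSF-1 transcriptional activity via heat shock element; 0% = median of DMSO wells and -100% = zero luminescence signal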
HSP90 refold inh: HSP90 inhibitors, primary screen, cell lysate, luminescence | actives 0.91% (n = 290,000) | inhibition, % at 5.6 µM | Heat shock protein HSP 90 (rabbit reticulocyte lysate; luciferase refolding) | Rabbit reticulocyte lysate, luciferase refolding luminescence, 3 h;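 active means inhibition above the screen-wide mean plus 3 SD, computed separately per campaign, cut at about 16% in these data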;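 further: 0% = DMSO wells and 100% = 60 µM geldanamycin wells; inhibitors lower the luminescence because luciferase stays unfolded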
GSK3A inh: blockers of GSK3A enzyme activity – biochemical, luminescence, cell-free homogeneous, HTS, primary screen | GSK-3 alpha kinase, ADP-Glo luminescence, 60 min | inhibition, % at 10 µM | actives 0.1% (n = 320,000);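 in the data active means inhibition above about 50%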;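 further: GST-tagged GSK-3 alpha with peptide substrate and 25 µM ATP; 0% = DMSO neutral wells and 100% = GW8510 positive control wells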
Target sequence (P49840 whole entry, looked up): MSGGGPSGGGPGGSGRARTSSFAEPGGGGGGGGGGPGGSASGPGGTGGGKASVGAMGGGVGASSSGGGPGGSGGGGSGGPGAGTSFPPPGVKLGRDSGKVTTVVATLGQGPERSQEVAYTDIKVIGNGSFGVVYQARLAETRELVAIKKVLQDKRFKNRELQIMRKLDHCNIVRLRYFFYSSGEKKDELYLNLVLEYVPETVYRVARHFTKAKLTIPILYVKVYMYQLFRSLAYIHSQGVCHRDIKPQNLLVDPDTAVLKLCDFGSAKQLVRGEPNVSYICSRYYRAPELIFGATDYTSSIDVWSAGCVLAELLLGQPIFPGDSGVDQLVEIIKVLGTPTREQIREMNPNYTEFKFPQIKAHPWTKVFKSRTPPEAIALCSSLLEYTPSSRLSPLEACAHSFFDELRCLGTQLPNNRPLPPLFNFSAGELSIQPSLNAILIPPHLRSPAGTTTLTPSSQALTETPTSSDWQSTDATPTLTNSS
GSK3B inh: human GSK3beta kinase inhibitors, primary screen, biochemical, cell-free homogeneous, HTS | Glycogen synthase kinase-3 beta (Homo sapiens), P49841 | GST-GSK3beta kinase, ADP-Glo luminescence, 60 min; stronger effect = lower value | activity score (negative = inhibition), % at 10 µM | actives 0.038% (n = 300,000) | AID 2097, 2009;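 active means more than half of replicate wells score below -50%, meaning over 50% inhibition versus plate controls; inconclusive means some replicates but at most half score below -50%; inactive means no replicate scores below -50%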;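 further: 0% = median DMSO wells and -100% = median GW8510 positive control wells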
Target sequence (P49841 whole entry, looked up): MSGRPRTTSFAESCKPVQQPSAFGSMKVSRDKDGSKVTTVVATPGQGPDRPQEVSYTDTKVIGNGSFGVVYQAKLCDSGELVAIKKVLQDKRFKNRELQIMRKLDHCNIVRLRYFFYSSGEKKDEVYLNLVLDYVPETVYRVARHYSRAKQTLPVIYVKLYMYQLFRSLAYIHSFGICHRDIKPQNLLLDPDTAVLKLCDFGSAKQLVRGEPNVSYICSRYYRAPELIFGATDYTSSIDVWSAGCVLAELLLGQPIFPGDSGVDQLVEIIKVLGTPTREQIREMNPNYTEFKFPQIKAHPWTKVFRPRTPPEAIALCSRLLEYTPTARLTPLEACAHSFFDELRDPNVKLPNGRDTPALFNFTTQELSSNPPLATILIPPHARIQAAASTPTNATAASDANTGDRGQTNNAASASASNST
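Test system: GST-tagged human GSK3beta kinase, cell-free; evaluation: activity score scaled between in-plate DMSO and GW8510 controls; measured by: ADP-Glo luminescence; incubation: 60 min reaction, RT; benchmarks: DMSO and 20 µM GW8510; reagent: peptide substrate plus 25 µM ATP (final); medium: Tris/MgCl2 kinase buffer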
Platelet DG rel: inhibitors of platelet dense granule secretion, primary screen, cell-based, MLPCN, human platelets | human platelet-rich plasma, SFLLRN dense granule ATP release, luminescence | inhibition, %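 (compounds screened at 7.5 µM in platelet-rich plasma)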 | actives 0.22% (n = 300,000) | AID 1663, 2009;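 active means mean replicate score, as percent of positive control, at or above 50; inconclusive means mean below 50 but at least one replicate at or above 50; inactive means mean and every replicate below 50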
DYRK1A inh: rat Dyrk1A kinase inhibitors, primary screen, biochemical, single point, plate reader | Dual specificity tyrosine-phosphorylation-regulated kinase 1A (Rattus norvegicus), Q63470 | inhibition, % at 12.5 µM | ADP-Glo luminescence, NFATc1 peptide | actives 0.43% (n = 310,000); in the data active means inhibition above about 50%;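 further: plate controls were vehicle with enzyme for no effect and no enzyme for full effect; many of its hits are not listed in these tables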
IEC-6 tox: cytotoxicity in IEC-6 intestinal epithelial cells, primary screen, cytotoxicity control for KLF5 inhibitor project, cell-based, luminescence; IEC-6 cytotoxicity, luminescence viability; inhibition, % at 5 µM; actives 0.78% (n = 290,000); in the data active means inhibition above about 22%;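 further: 0% = plate median of test compound wells and 100% = cytotoxic reference compound wells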
KLF5 inh: KLF5 expression inhibitors, primary screen, DLD-1 cells, luminescence. inhibition, % at 5 µM. AID 1700, 2009. actives 0.23% (n = 290,000). DLD-1 KLF5 promoter-luciferase reporter;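 active means inhibition above a per-plate limit of that plate's mean compound inhibition plus 3 SD, cut at about 60% in these data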;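 further: 0% = DMSO wells and 100% = LY294002 at 200 µM; higher means less KLF5 promoter-driven luciferase light; inactives centre near -14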
HSF-1 act: HSF-1 activators, primary screen, NIH3T3-HGL cells, MG132 stress, luminescence, single point; NIH3T3-HGL HSF-1 luciferase reporter, 8 h; 100% = twice DMSO control signal; activation, % at 9 µM; actives 1.7% (n = 300,000);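 active means mean replicate activation of at least 50% with a set share of replicates each reaching 50%; inconclusive means only one of those two conditions met; inactive means mean below 50% and too few replicates reaching it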;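 further: 0% = median of the neutral control wells and 100% = twice that signal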
An asterisk follows results filed as active; ? = inconclusive; · = not tested or not shown. Not all compounds are listed, so the mix of outcomes need not match the whole.

SMILES	aSyn UTR inh	HSF1 inh	HSP90 refold inh	GSK3A inh	GSK3B inh	Platelet DG rel	DYRK1A inh	IEC-6 tox	KLF5 inh	HSF-1 act
O=C1CCCC2=C1C(c1ccsc1)CC(=O)N2c1nnc(SCc2ccccc2)s1 (stereo unspecified)	·	·	1	·	·	·	-2	0	-5	·
Cc1onc(-c2c(Cl)cccc2Cl)c1C(=O)N1CCN(c2ncccn2)CC1	12	-2	3	-3	4	-1	-4	5	-31	3
O=C(O)c1ccc(CS(=O)(=O)c2ccc(Br)cc2)cc1	1	-5	0	7	-2	-5	2	5	-1	1
Cc1cc(N2CCOCC2)nc2ccc(NC(=O)CCC(=O)N3CCC(C)CC3)cc12	-105	17	4	-1	-1	0	-4	2	-21	34
Cc1ccc(NC(=O)c2cnn(-c3ccccc3)c2NC(=O)c2ccco2)cc1	-2	8	-6	0	3	-6	-3	-3	-48	5
COc1cc2c(=O)n(Cc3ccco3)c(=O)n(CC(=O)c3ccc(Br)cc3)c2cc1OC	-1	-4	-1	-1	-1	-13	0	0	-25	5
COc1cc(NC(=O)C2CC(=O)N(Cc3ccco3)C2)cc(OC)c1 (stereo unspecified)	-8	-3	·	1	4	-2	7	·	·	6
CC(C)OC(=O)CSc1nnc(-c2ccc(O)cc2)n1Cc1ccccc1	23	3	2	8	1	4	2	0	-24	-6
Cc1cccc(NC(=S)N2CCC(NC(=O)c3ccco3)CC2)c1	7	-8	1	-2	1	0	0	3	-22	0
O=C(N/N=C/c1ccccc1)c1ccc(CN2C(=O)c3cccc4cccc2c34)cc1	9	-1	0	-1	0	1	2	4	13	20
Cc1cccc(NC(=O)C2CCCN2S(=O)(=O)c2ccc(F)cc2)c1C (stereo unspecified)	8	0	-2	1	1	6	5	-2	-8	6
COc1cc2nc(Nc3ccc(C)c(C)c3)nc(N)c2cc1OC	-131	0	-2	-2	-2	5	2	4	-1	-16
Cc1ccc(S(=O)(=O)N2CCN(C(=S)NCc3ccc4c(c3)OCO4)CC2)cc1	1	3	-4	0	3	3	-6	-1	18	9
COc1ccccc1NS(=O)(=O)c1cccc(C(=O)N2CCCCCCC2)c1	-2	5	·	-1	·	1	8	·	·	15
CCOCCSc1nc2c(c(=O)[nH]c(=O)n2C)n1CCCc1ccccc1	14	2	0	-2	1	4	1	-1	-44	6
Cc1ccc(-n2nnnc2SCC(=O)Nc2ncc(Cc3ccccc3Cl)s2)cc1	16	0	0	2	-20	8	3	1	6	2
COc1ccc(NC(=O)c2cc3ccccn3n2)cc1	-57	8	11	-3	1	?	4	1	-126	22
CNc1nc(NC#N)nc(SC)n1	0	1	-1	-4	1	6	0	6	-75	5
COc1cc(C=O)ccc1OCC(=O)NC(C)(C)C	-12	2	-1	1	-9	-5	-4	0	1	12
Cc1ccc(C)c(N2C(=N)S/C(=C\c3ccc(-c4ccccc4C(=O)O)o3)C2=O)c1	1	2	0	-5	6	-3	-3	-1	-4	-18
c1ccc(CNc2nc(-c3cccnc3)cs2)cc1	-37	4	1	3	1	-10	4	5	-73	5
CCN1CCN(C(=O)CCc2nnc(CCc3c[nH]c4ccccc34)o2)[C@@H](C)C1=O	15	-4	4	0	0	8	-7	0	-28	2
CCOC(=O)C1(Cc2cccc(Cl)c2)CCCN(C(=O)c2cccnc2)C1 (stereo unspecified)	6	0	1	0	0	1	-2	2	-19	14
CCOC(=O)N1CCN(C(=O)c2ccccc2NC(=O)COc2ccccc2C)CC1	-39	-10	1	-2	0	1	3	2	-32	-29
COc1ccccc1N(CC(=O)Nc1ccccc1C(=O)NCC(C)C)S(C)(=O)=O	15	-2	1	-1	-3	-8	-2	3	-22	18
Cc1cccc(NC(=O)/C(C#N)=C/c2ccc(Cl)cc2)n1	6	-3	-3	0	-2	11	0	-1	-13	-6
Cc1c(C(C)C)c(=O)n(-c2ccc(S(=O)(=O)NC3CC3)cc2)n1C	6	1	2	-1	1	7	-1	-5	-13	-2
COC(=O)[C@@H]1C[C@@H]2CC[C@@H](O)C[C@@H]2N1Cc1ccc(Cl)cc1	15	-2	·	0	-1	-4	7	·	·	1
COc1ccc(/C=N/NC(N)=S)cc1OC(=O)c1cccc2ccccc12	-52	-8	5	-4	1	2	-2	14	-33	1
COC(=O)c1ccc(OCCOc2ccccc2C)cc1	-20	5	-2	0	-5	-9	11	8	-26	18
CC(C)(c1ccccc1)c1ccc(OCCN)cc1	-36	7	-6	1	-3	12	-3	-4	-40	0
COCc1cc(CN(C)C(=O)c2oc3c(F)cccc3c2C)[nH]n1	7	-6	0	1	2	15	12	7	-7	-4
CCN1CCN(CCC(=O)Nc2ccc3c(c2)OCO3)CC1	8	-3	-3	-1	0	-1	11	0	-39	7
C=CCNc1nc(N)c([N+](=O)[O-])c(NCCO)n1	31	-1	1	-3	-18	-4	-1	-4	-8	-20
CCN(CC)CC#CCC(O)(c1ccccc1)C1CCCCC1 (stereo unspecified)	-30	6	-4	1	-1	-2	2	-7	-8	10
COc1ccc(N=C2SC(CC(=O)Nc3ccccc3OC)C(=O)N2Cc2ccco2)cc1 (stereo unspecified)	22	0	0	-1	1	-4	-4	-1	11	30
C[C@@H](CN=[N+]=[N-])CN1CC[C@H](C(C)(C)C)CCC1=O	23	6	-5	-2	1	3	6	-5	-32	2
COc1ccc(CNC(=O)CSc2nnc(NC(=O)c3ccccc3F)s2)cc1	-69	4	3	0	-3	7	-3	1	-152	27
CCOC(=O)c1nc2cc3n(c(CC(C)C)c-2c1C)CC(C)=C3C	-7	-4	0	4	3	11	7	2	-3	-9
Fc1ccccc1C1c2[nH]c3ccccc3c2CCN1CCCn1cccn1 (stereo unspecified)	-29	-6	-1	0	3	-3	-4	4	-14	-9

Fetched one by one from above (two):
SMILES	aSyn UTR inh	HSF1 inh	HSP90 refold inh	GSK3A inh	GSK3B inh	Platelet DG rel	DYRK1A inh	IEC-6 tox	KLF5 inh	HSF-1 act
COC(=O)[C@@H]1C[C@@H]2CC[C@@H](O)C[C@@H]2N1Cc1ccc(Cl)cc1	15	-2	·	0	-1	-4	7	·	·	1
Cc1c(C(C)C)c(=O)n(-c2ccc(S(=O)(=O)NC3CC3)cc2)n1C	6	1	2	-1	1	7	-1	-5	-13	-2

5 of the compounds above, with two lines to a compound.
Sequence of screens – aSyn UTR inh | HSF1 inh | HSP90 refold inh | GSK3A inh | GSK3B inh | Platelet DG rel | DYRK1A inh | IEC-6 tox | KLF5 inh | HSF-1 act
> CCN(CC)CC#CCC(O)(c1ccccc1)C1CCCCC1 (stereo unspecified)
 : -30 | 6 | -4 | 1 | -1 | -2 | 2 | -7 | -8 | 10
> COc1ccc(N=C2SC(CC(=O)Nc3ccccc3OC)C(=O)N2Cc2ccco2)cc1 (stereo unspecified)
 : 22 | 0 | 0 | -1 | 1 | -4 | -4 | -1 | 11 | 30
> C[C@@H](CN=[N+]=[N-])CN1CC[C@H](C(C)(C)C)CCC1=O
 : 23 | 6 | -5 | -2 | 1 | 3 | 6 | -5 | -32 | 2
> COc1ccc(CNC(=O)CSc2nnc(NC(=O)c3ccccc3F)s2)cc1
 : -69 | 4 | 3 | 0 | -3 | 7 | -3 | 1 | -152 | 27
> CCOC(=O)c1nc2cc3n(c(CC(C)C)c-2c1C)CC(C)=C3C
 : -7 | -4 | 0 | 4 | 3 | 11 | 7 | 2 | -3 | -9

Next part.
SMILES	aSyn UTR inh	HSF1 inh	HSP90 refold inh	GSK3A inh	GSK3B inh	Platelet DG rel	DYRK1A inh	IEC-6 tox	KLF5 inh	HSF-1 act
CCOCC(=O)Nc1ccc(S(=O)(=O)Nc2nccs2)cc1	10	6	-2	-2	0	-1	3	0	-24	-3
CC(C)c1ccc(/C=C/C(=O)NC2CCCCC2)cc1	-19	12	-4	-3	1	-13	-3	-1	9	28
COc1ccc2cc1Oc1ccc(cc1)C[C@H]1c3c(cc4c(c3Oc3cc5c(cc3OC)CCN(C)[C@@H]5C2)OCO4)CCN1C	109*	-5	·	-3	-6	5	9	·	·	-16
CC(=O)NCCOc1nc(N(C)C)nc(N2CCCCC2)n1	-3	-4	1	·	2	-4	4	-5	-2	-3
Cc1ccc(C2=NOC(C)(c3nnc(-c4ccc(F)cc4)o3)C2)cc1 (stereo unspecified)	18	-7	·	-3	3	4	·	·	·	-23
O=C(Nc1ccc(F)cc1F)C1(c2cccs2)CCOCC1	6	-1	-1	-2	-3	-12	-4	2	-10	-18
CCC(C)(C)C(=O)Nc1ccc(C(N)=O)cc1	8	-1	-3	2	-1	1	-1	-1	-13	0
Cc1c(-c2csc(N)n2)c2ccccc2n1C	8	13	0	-3	2	0	1	-2	-38	9
COc1ccc(/C=C2/CCCC(C(=O)C(F)(F)F)=C2O)cc1OC	-58	-5	-1	-2	2	-2	2	20	-63	4
CN1CCc2c(sc(NC(=O)CS(=O)(=O)c3ccc(F)cc3)c2C(N)=O)C1	-4	-4	·	-1	-3	1	-12	·	·	-17
Cc1cccc(C(=O)NC2CCN(CC(=O)NCc3ccccc3F)CC2)c1	4	-2	-3	1	0	-13	-7	-3	7	12
Cc1cc(C)n(CCc2nc(-c3cc4ccccc4o3)cs2)n1	-112	3	1	-4	-5	7	0	7	-48	13
Cc1c(C(=O)Nc2ccccn2)oc2c(Cl)cccc12	-34	3	·	10	-1	13	20	·	·	26
COC(=O)c1cc(NC(=O)CN2CCN(C(C)=O)CC2)cc(C(=O)OC)c1	13	1	1	-1	-2	-2	11	4	-30	-1
